Bioassay records deposited in PubChem by Emory University Molecular Libraries Screening Center.
14-3-3 PPI: modulators of human 14-3-3 gamma - Raf peptide interaction | P61981 | FP, 14-3-3gamma / TMR-pS259-Raf peptide binding | inhibition, % at 40 µM | 0.19% of 160,000 active; in the data active = inhibition above about 30%;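 also: 0% = protein plus tracer without compound and 100% = blank with tracer alone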
Target sequence (P61981 whole entry, looked up): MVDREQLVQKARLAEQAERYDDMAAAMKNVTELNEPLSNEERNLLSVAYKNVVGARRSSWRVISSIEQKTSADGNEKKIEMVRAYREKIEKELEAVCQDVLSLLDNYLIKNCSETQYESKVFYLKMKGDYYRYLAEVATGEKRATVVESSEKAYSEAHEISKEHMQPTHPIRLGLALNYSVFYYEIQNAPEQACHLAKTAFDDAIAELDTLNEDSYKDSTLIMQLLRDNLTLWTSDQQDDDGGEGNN
The depositor's hits bear a star; & = joins results of further samples.

What do the screens show for `CCOc1ccccc1C(=O)N1CC(=O)Nc2ccc(Cl)cc2C1c1ccccc1` (stereo not drawn)?
14-3-3 PPI: 2

What do the screens show for `C=C(C)CN1CCN(c2c(CCC#N)c(C)c(C#N)c3nc4ccccc4n23)CC1`?
14-3-3 PPI: -6

How did NS(=O)(=O)c1ccc(CCNC(=O)c2ccc(C#CC3(O)CCCCC3)cc2)cc1 do in these assays?
14-3-3 PPI: -9

Results for O=C1CN(C(=O)CCC2CCCCC2)C(c2ccccc2)c2cc(Cl)ccc2N1 (stereo not drawn) ?
14-3-3 PPI: -2

What do the screens show for `COc1ccccc1CN1C(=O)C2CC=CCC2C1=O` (stereo not drawn)?
14-3-3 PPI: -5

How did CN(C)c1ccc(-c2n[nH]c3c2C(=O)CC(C)(C)C3)cc1 do in these assays?
14-3-3 PPI: -6

How did Cc1ccc(S(=O)(=O)NCCC(=O)Nc2nnc(C3CC3)s2)cc1C do in these assays?
14-3-3 PPI: -1

What do the screens show for `O=c1[nH]c(Cl)c(I)c(=O)[nH]1`?
14-3-3 PPI: -1

What do the screens show for `Cc1cc(C(=O)OCC(=O)c2ccc3c(c2)OCCO3)c(C)o1`?
14-3-3 PPI: 5

Results for COc1ccc(C2N(C(C)=NS(=O)(=O)c3ccc(C)cc3)CCN2S(=O)(=O)c2ccc(C)cc2)cc1 (stereo not drawn) ?
14-3-3 PPI: -7

What do the screens show for `COc1cccc(C2C(C(N)=O)=C(C)Nc3nc(SCc4ccccc4F)nn32)c1` (stereo not drawn)?
14-3-3 PPI: 4

How did COc1ccccc1N1CCN(C(=O)CSc2nnc(NC(=O)C3CCC3)s2)CC1 do in these assays?
14-3-3 PPI: -8

Brought forward from above: 2 entries, followed by the next part.
What do the screens show for `COc1cccc(C2C(C(N)=O)=C(C)Nc3nc(SCc4ccccc4F)nn32)c1` (stereo not drawn)?
14-3-3 PPI: 4

How did COc1ccccc1N1CCN(C(=O)CSc2nnc(NC(=O)C3CCC3)s2)CC1 do in these assays?
14-3-3 PPI: -8

What do the screens show for `COc1ccc(-c2cc(C(F)(F)F)n3nc(C(=O)Nc4cc(C)ccc4C)cc3n2)cc1OC`?
14-3-3 PPI: -2

What do the screens show for `CCCCCOc1ccc(NC2=C(N)C(=O)c3ccccc3C2=O)cc1`?
14-3-3 PPI: -14

What do the screens show for `CC(C)CCNC(=O)CN(CCN1CCOCC1)C(=O)Cn1nnc(-c2ccc(F)cc2)n1`?
14-3-3 PPI: -10

How did NC(=O)CSc1nnc(Cn2c(=O)sc3ccccc32)n1-c1ccccc1 do in these assays?
14-3-3 PPI: -2

Results for COc1ccc(OCC(=O)N2CCN(C(=O)c3cc(OC)cc(OC)c3)CC2)cc1 ?
14-3-3 PPI: 0

How did CCCc1n(CC(O)COCc2ccccc2)c2ccccc2[n+]1C (stereo not drawn) do in these assays?
14-3-3 PPI: 1

How did Cc1cc(OC(=O)CNC(=O)OC(C)(C)C)c2c(C)cc(=O)oc2c1 do in these assays?
14-3-3 PPI: -6

Results for Cc1ccc2[nH]c(=O)c(C(c3nnnn3CC3CCCO3)N3CCc4ccccc4C3)cc2c1 (stereo not drawn) ?
14-3-3 PPI: -2

What do the screens show for `O=C(Nc1sc2c(c1C(=O)O)CCCCC2)c1ccccc1F`?
14-3-3 PPI: 8

Results for Cc1ccc(C(c2sc3nc(C)nn3c2O)N2CCOCC2)cc1 (stereo not drawn) ?
14-3-3 PPI: 5

Results for O=C(Nc1nc2ccc([N+](=O)[O-])cc2s1)c1ccccc1Oc1ccccc1 ?
14-3-3 PPI: -5

What do the screens show for `O=C1C(c2ccccc2)N=C2c3ccccc3N=C(SCc3cccc(F)c3)N12` (stereo not drawn)?
14-3-3 PPI: -21

How did Cn1cnnc1SCC(=O)Nc1ccccc1Sc1ccccc1 do in these assays?
14-3-3 PPI: -8

What do the screens show for `COc1ccccc1NC(=O)CC1C(=O)N(c2ccc(F)cc2)C(=S)N1Cc1ccccc1Cl` (stereo not drawn)?
14-3-3 PPI: 0

Results for COc1ccc(C2SCC(C(=O)O)N2C(C)=O)cc1OC (stereo not drawn) ?
14-3-3 PPI: 0

How did COc1ccc(S(=O)(=O)NCc2ccncc2)cc1Br do in these assays?
14-3-3 PPI: 1

Results for CC(=O)Oc1ccc(C(=O)Nc2ccc3c(c2)C(=O)N(CCC(=O)O)C3=O)cc1 ?
14-3-3 PPI: -3

What do the screens show for `CC(C)CCNC(=O)CCNC(=O)c1ccc(Br)o1`?
14-3-3 PPI: 0

What do the screens show for `CS(=O)(=O)N(CC(=O)NCc1ccccc1)c1ccc(Oc2ccccc2)cc1`?
14-3-3 PPI: 0

Results for Cc1cccn2c(=O)c3cc(C#N)c(=N)n(Cc4ccncc4)c3nc12 ?
14-3-3 PPI: 1

How did Cc1ccc(CNC(=O)c2cc(=O)[nH]c3ccc(S(=O)(=O)N4CCCC4)cc23)cc1 do in these assays?
14-3-3 PPI: -3

What do the screens show for `O=C(CNc1ccccc1-c1nc2ccccc2[nH]c1=O)NC1CCCCC1`?
14-3-3 PPI: -3

Results for Clc1ccc(C2Nc3cccc4cccc(c34)N2)cc1 ?
14-3-3 PPI: -61

What do the screens show for `O=C(NCc1cccs1)c1cc2n(n1)C(C(F)(F)F)CC(c1ccco1)N2` (stereo not drawn)?
14-3-3 PPI: -16

How did Cc1cc(NC(=O)c2cc(-c3ccc4c(c3)OCO4)on2)n(-c2ccccc2)n1 do in these assays?
14-3-3 PPI: -1

What do the screens show for `COc1ccc(-c2nc3cc(N=CC=Cc4ccccc4[N+](=O)[O-])ccc3o2)cc1`?
14-3-3 PPI: -69

How did Nc1nc(C2CCCN2S(=O)(=O)c2ccc(Cl)cc2)cs1 (stereo not drawn) do in these assays?
14-3-3 PPI: 2

What do the screens show for `CC(=O)N1CCc2cc(C(=O)CN3CCCN(Cc4ccc(F)cc4)C3)ccc21`?
14-3-3 PPI: -10

How did C=CCN1C(=O)c2ccccc2Sc2ccc(C(=O)N3CCC(C(N)=O)CC3)cc21 do in these assays?
14-3-3 PPI: -7

Results for c1ccc(CC(CCNCc2ccc3c(c2)OCO3)c2ccco2)cc1 (stereo not drawn) ?
14-3-3 PPI: -6

What do the screens show for `O=C(Nc1cccc2ccccc12)c1ccc(N2C(=O)c3ccccc3C2=O)cc1`?
14-3-3 PPI: -12

Results for CS(=O)(=O)Nc1ccc(C2=NN(C(=O)c3cccs3)C(c3cccs3)C2)cc1 (stereo not drawn) ?
14-3-3 PPI: -6

What do the screens show for `CCOc1ccc(NC(=O)c2ccc3c(=O)n(-c4ccc(F)cc4)c(=S)[nH]c3c2)cc1`?
14-3-3 PPI: -6

What do the screens show for `CCOc1ccc(C(=O)Nc2cc3nn(-c4ccc(C)cc4)nc3cc2C)cc1`?
14-3-3 PPI: -2

How did CCOc1ccc(S(=O)(=O)Nc2nc3c(C)cccc3s2)c2cccnc12 do in these assays?
14-3-3 PPI: 6

What do the screens show for `CC(=NS(=O)(=O)c1ccc(C)cc1)N1CCCCC1`?
14-3-3 PPI: 2

Compounds listed so far containing a CF3 group:
What do the screens show for `COc1ccc(-c2cc(C(F)(F)F)n3nc(C(=O)Nc4cc(C)ccc4C)cc3n2)cc1OC`?
14-3-3 PPI: -2

What do the screens show for `O=C(NCc1cccs1)c1cc2n(n1)C(C(F)(F)F)CC(c1ccco1)N2` (stereo not drawn)?
14-3-3 PPI: -16

The listing picks up, repeating the 2 entries before the break.
How did CCOc1ccc(S(=O)(=O)Nc2nc3c(C)cccc3s2)c2cccnc12 do in these assays?
14-3-3 PPI: 6

What do the screens show for `CC(=NS(=O)(=O)c1ccc(C)cc1)N1CCCCC1`?
14-3-3 PPI: 2

What do the screens show for `CN(Cc1ccccc1)C(=O)Cn1nc(-c2ccc(Cl)cc2)ccc1=O`?
14-3-3 PPI: -7

How did O=C(Nc1ccc(Br)cc1Cl)Nn1cnnc1 do in these assays?
14-3-3 PPI: -1

How did O=C(NCCCN1CCc2ccccc2C1)c1cc(=O)[nH]c2ccc(S(=O)(=O)N3CCCCCC3)cc12 do in these assays?
14-3-3 PPI: -10

How did Cc1cc(C(=O)OCn2nnc3ccccc3c2=O)c(C)n1-c1ccccc1 do in these assays?
14-3-3 PPI: -6

Results for Cc1ccc(C(=O)Nc2sc3c(c2C(=O)N2CCOCC2)CCC(C(C)(C)C)C3)cc1 (stereo not drawn) ?
14-3-3 PPI: -5

Results for CN(C)c1ccc(-c2nc(C(Cl)(Cl)Cl)nc(C(Cl)(Cl)Cl)n2)cc1 ?
14-3-3 PPI: -11

What do the screens show for `Cc1ccc(-c2n[nH]c(=S)n2C)cc1`?
14-3-3 PPI: -3&-17

What do the screens show for `O=C1CN(C(=O)c2ccccc2C(F)(F)F)C(c2ccccc2)c2cc(Cl)ccc2N1` (stereo not drawn)?
14-3-3 PPI: -7

What do the screens show for `Cc1noc(NS(=O)(=O)c2ccc(NC(=O)C(C)(C)C)cc2)c1C`?
14-3-3 PPI: -2

Results for Oc1ccc(C2(c3cccc(Cl)c3)CCCC2)cc1 ?
14-3-3 PPI: 1

Results for CCOc1cccc(NC(=O)CSc2ncc(-c3ccc(Cl)cc3)[nH]2)c1 ?
14-3-3 PPI: -11

What do the screens show for `CCCOc1ccc(C2C3=C(CC(C)(C)CC3=O)Nc3ccc4ccccc4c32)cc1` (stereo not drawn)?
14-3-3 PPI: 9

Results for O=C(NCc1ccco1)c1cc(-c2ccccc2)on1 ?
14-3-3 PPI: 4

What do the screens show for `CCOC(=O)C1CCCN(CC(=O)Nc2c(C(=O)OC)[nH]c3ccc(Cl)cc23)C1` (stereo not drawn)?
14-3-3 PPI: 5

Results for CNCC[C@@H](Oc1ccc(C(F)(F)F)cc1)c1ccccc1 ?
14-3-3 PPI: -2

Results for O=C(COc1cccc(Br)c1)N1CCc2ccccc21 ?
14-3-3 PPI: -3

What do the screens show for `Cc1ccc(C2C(=O)N(C3CCC(C)CC3)CC(=O)N2C2CCCC2)cc1` (stereo not drawn)?
14-3-3 PPI: -4

What do the screens show for `O=C(Nc1ccc(N2C(=O)C3CC=CCC3C2=O)cc1Cl)c1ccccc1` (stereo not drawn)?
14-3-3 PPI: -6

Results for Cc1nc(N2CCC(C)CC2)c2c(C)c(C(=O)NCc3ccc(F)cc3)sc2n1 ?
14-3-3 PPI: 1

How did CCOC(=O)c1sc(=NC(=O)c2ccc(S(=O)(=O)N3CCOCC3)cc2)n(C)c1C do in these assays?
14-3-3 PPI: 2&6

How did CCOCCCNC(=O)Cn1nc(-c2ccccc2)ccc1=O do in these assays?
14-3-3 PPI: 4

How did O=C1OC(NC(=O)c2ccccc2)C(Nc2ccc(O)cc2)=C1Cl (stereo not drawn) do in these assays?
14-3-3 PPI: 5

How did CCCOc1ccc(C(O)(CCN2CCCCC2)C2CCCCC2)cc1 (stereo not drawn) do in these assays?
14-3-3 PPI: -9

What do the screens show for `CCN(CC)c1cc(C)c2cc(NC(=O)CCc3ccc(OC)cc3)ccc2n1`?
14-3-3 PPI: -1

How did CCOc1ccc(-c2nn(-c3ccccc3)cc2C=NC2CCS(=O)(=O)C2)cc1C (stereo not drawn) do in these assays?
14-3-3 PPI: -6

Results for CC(=O)c1cc(C#N)c(SCc2ccccc2)nc1C ?
14-3-3 PPI: -2

How did CCN1CCN(CC(=O)NC2CCCCC2)C(=O)C1=O do in these assays?
14-3-3 PPI: -5

Results for CCOC(=O)C1=C(N)n2c(s/c(=C\c3ccco3)c2=O)=C(C(=O)OC(C)C)C1c1ccco1 (stereo not drawn) ?
14-3-3 PPI: -23

How did O=C(Nc1nnc(-c2ccc3c(c2)OCO3)s1)c1ccccc1Br do in these assays?
14-3-3 PPI: -1

Results for CCCN(c1nc(C)cc(OC)n1)S(=O)(=O)c1ccccc1Cl ?
14-3-3 PPI: -14

What do the screens show for `CCOc1ccc(C(=O)NCc2ccco2)cc1`?
14-3-3 PPI: 0&-16

How did COc1cccc(CN2CCN(C(=O)c3cccc4ccccc34)CC2)c1OC do in these assays?
14-3-3 PPI: 5

What do the screens show for `CCOC(=O)C1CCCN(S(=O)(=O)c2ccc3c(c2)oc(=O)n3C)C1` (stereo not drawn)?
14-3-3 PPI: -1

Results for CCCCC(CC)Cn1c(-c2nonc2N)nc2ccccc21 (stereo not drawn) ?
14-3-3 PPI: -13

What do the screens show for `Clc1ccc2c(c1)[C@H]1OCC[C@H]1[C@@H](c1ccco1)N2`?
14-3-3 PPI: -12

Results for Cc1cc(NC(=O)C2CCCN(S(=O)(=O)c3c(C)noc3C)C2)n[nH]1 (stereo not drawn) ?
14-3-3 PPI: 1

What do the screens show for `CCn1cc(SCC(=O)N2CCOCC2)c2ccccc21`?
14-3-3 PPI: -1

How did O=C(Nc1cccc(C(F)(F)F)c1)C1C2CC3OC(=O)C1C3C2 (stereo not drawn) do in these assays?
14-3-3 PPI: 1

What do the screens show for `Cc1ccc(C(=O)Nc2ccccc2C(=O)N2CCCCC2C)cc1` (stereo not drawn)?
14-3-3 PPI: -3

How did COC(=O)c1ccc2c(=O)n(-c3ccc(C)c(C)c3)c(=S)[nH]c2c1 do in these assays?
14-3-3 PPI: -4

What do the screens show for `CN(C)c1ccc(C(C2=C(O)CC(C)(C)CC2=O)C2=C(O)CC(C)(C)CC2=O)cc1`?
14-3-3 PPI: -20

What do the screens show for `CCOC(=O)C1CCN(S(=O)(=O)c2ccc3nc(-c4ccccc4)[nH]c3c2)CC1`?
14-3-3 PPI: -11

How did CCC(=O)N1CCc2cc(S(=O)(=O)CCC(=O)NCc3ccccc3Cl)ccc21 do in these assays?
14-3-3 PPI: -9

How did O=C(CC1C(=O)N(c2ccccc2)C(=S)N1CCc1ccccc1)Nc1ccc(Cl)cc1 (stereo not drawn) do in these assays?
14-3-3 PPI: 1

Some of these compounds in order of SMILES length, smallest number first.
How did O=C(Nc1cccc(C(F)(F)F)c1)C1C2CC3OC(=O)C1C3C2 (stereo not drawn) do in these assays?
14-3-3 PPI: 1

How did COC(=O)c1ccc2c(=O)n(-c3ccc(C)c(C)c3)c(=S)[nH]c2c1 do in these assays?
14-3-3 PPI: -4

How did CCC(=O)N1CCc2cc(S(=O)(=O)CCC(=O)NCc3ccccc3Cl)ccc21 do in these assays?
14-3-3 PPI: -9

What do the screens show for `CCOC(=O)C1CCN(S(=O)(=O)c2ccc3nc(-c4ccccc4)[nH]c3c2)CC1`?
14-3-3 PPI: -11

What do the screens show for `CN(C)c1ccc(C(C2=C(O)CC(C)(C)CC2=O)C2=C(O)CC(C)(C)CC2=O)cc1`?
14-3-3 PPI: -20

Some of the compounds tested; the hit share may differ from the screen's.
